K1F lysis inhibition – inhibition of K1F phage lysis, E. coli UTI89, bacterial capsule biogenesis inhibitors, alamar blue (AID 488966) | E. coli UTI89 K1F phage lysis, alamar blue, 2 h; higher % means a stronger effect | inhibition, % at 100 µM; hits with a dose series show IC50 in µM | 340,000 compounds, 0.02% hits;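 active = phage lysis inhibition, versus mean bacterial control, above a set limit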;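 note: capsule biogenesis inhibitors block K1F phage lysis so surviving cells raise fluorescence; higher fluorescence means more inhibition of phage lysis; actives were called in the ten point dose series up to 300 µM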
GPR55 activation – selective activators of receptor GPR55 – imaging, U2OS cells, beta-arrestin-GFP redistribution, primary screen (AID 1961) | U2OS GPR55 beta-arrestin-GFP redistribution imaging; higher % means a stronger effect | one-dose activation, % at 10 µM; EC50 in µM for titrated hits | 290,000 compounds, 0.048% hits;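 active = activation above 40% with more than 50 cells counted in the well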;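 note: U2OS osteosarcoma cells stably expressing GPR55 and beta-arrestin-GFP; plate controls were DMSO negative control for no effect and LPI positive control for full effect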
AID2073 – inhibitors of Mint1-CaV2.2 protein interaction, biochemical, HTRF (AID 2073); 290,000 compounds, 0.19% hits; HTRF protein-protein interaction, Mint1-CaV2.2; higher % means a stronger effect; one-dose inhibition, % at 20 µM; IC50 in µM for titrated hits; in the data active = inhibition mostly above about 51%, no sharp cut-off; note: some results filed as inactive read as strong as hits
HIV fusion peptide – cell-free HIV fusion peptide-binding blockers – biochemical, uHTS, fluorescence dequenching, primary screen (AID 1986). cell-free peptide binding, fluorescence dequenching, 30 min; higher % means a stronger effect. inhibition, % at 20 µM; hits with a dose series show IC50 in µM. 290,000 compounds, 0.3% hits; in the data active = inhibition mostly above about 52%, no sharp cut-off; inactive = mostly below about 76%; note: some results filed as inactive read as strong as hits
Siah-1 displacement – Siah-1 peptide-binding antagonists, primary screen, biochemical, fluorescence polarization, rhodamine-plectin, uHTS (AID 1817); Siah-1 / rhodamine-plectin peptide fluorescence polarization; higher % means a stronger effect; displacement, % at 20 µM; hits with a dose series show IC50 in µM; 290,000 compounds, 0.02% hits;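 active = displacement of at least 50% at 20 µM, with a fluorescence ratio check between 0.3 and a set limit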;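 note: plate controls were Siah plus tracer with DMSO for no effect and tracer alone without Siah for full effect; strong numbers were not always called active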
GPR35 arrestin U2OS – inhibition of zaprinast-stimulated GPR35 beta-arrestin translocation – imaging, U2OS, beta-arrestin-GFP, zaprinast agonist, primary screen (AID 2058); U2OS GPR35 beta-arrestin-GFP translocation imaging, zaprinast antagonism; higher % means a stronger effect; inhibition, % at 10 µM; hits with a dose series show IC50 in µM; 290,000 compounds, 0.052% hits;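 active = inhibition of at least 50% with at least 30 cells and total cytoplasm GFP at most 10,000,000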
NTR1 agonist – NTR1-driven beta-arrestin-GFP spot formation – imaging, U2OS cells, high content, primary screen (AID 493036) | activation, % at 20 µM | agonist mode | 330,000 compounds, 0.17% hits | P30989;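 active = activation at or above 40% of the spot to cytoplasm intensity ratio, with at least 20 cells analyzed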;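 note: 0% = DMSO without peptide and 100% = 100 nM NTR1 peptide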
Target sequence (P30989 whole entry, looked up): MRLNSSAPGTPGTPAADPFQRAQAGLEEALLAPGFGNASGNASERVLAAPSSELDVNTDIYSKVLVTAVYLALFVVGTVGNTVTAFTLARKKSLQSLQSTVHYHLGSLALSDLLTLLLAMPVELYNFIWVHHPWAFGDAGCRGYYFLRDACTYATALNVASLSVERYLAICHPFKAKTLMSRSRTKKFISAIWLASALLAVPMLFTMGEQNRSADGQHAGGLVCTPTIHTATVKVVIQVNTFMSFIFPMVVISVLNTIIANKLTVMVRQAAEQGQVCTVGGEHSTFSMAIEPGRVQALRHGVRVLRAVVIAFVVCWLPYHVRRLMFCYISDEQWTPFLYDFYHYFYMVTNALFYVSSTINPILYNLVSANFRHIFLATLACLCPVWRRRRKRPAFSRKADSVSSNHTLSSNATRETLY
GPR55 antagonists – GPR55 antagonists blocking LPI-driven arrestin recruitment, primary screen, imaging, U2OS, beta-arrestin-GFP, LPI agonist (AID 2013). U2OS GPR55 beta-arrestin-GFP translocation imaging, LPI antagonism; higher % means a stronger effect. inhibition, % at 10 µM; hits with a dose series show IC50 in µM. 290,000 compounds, 0.13% hits;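 active = spots per cell inhibited over 60%, with over 100 cells counted and total cytoplasm intensity under 500,000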;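 note: U2OS cells stably carrying GPR55 and arrestin-GFP stimulated by 5 µM LPI near EC80; imaged beta-arrestin-GFP aggregate spots per cell after agonist stimulation; plate controls were LPI-stimulated DMSO wells for no effect and DMSO wells without LPI for full effect; some results filed as inactive read as strong as hits; confirmed hits need IC50 under 10 µM and bright autofluorescent wells are also inconclusive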
NS5 inhibitors – Dengue-2 NS5 methyltransferase inhibitors, primary screen, biochemical, confirmation dose response (AID 588689); Dengue-2 NS5 methyltransferase capping enzyme assay, biochemical; higher % means a stronger effect; inhibition, % at 25 µM; hits with a dose series show IC50 in µM; 340,000 compounds, 0.3% hits; in the data active = a potency from the dose series
NTR1 agonist cell count 20 µM – recorded beside NTR1 agonist, whose call it bears; cell count; measured here: cell count, cytotoxicity flag
NS5 inhibitors pilot replicate – also measured in NS5 inhibitors; calls as there; inhibition, %; measured here: pilot screen replicate inhibition
* = called active by the depositor; x = not tested or not shown; [ ] = dose if it differs, or a comment.

SMILES | K1F lysis inhibition | GPR55 activation | AID2073 | HIV fusion peptide | Siah-1 displacement | GPR35 arrestin U2OS | NTR1 agonist | NTR1 agonist cell count 20 µM | GPR55 antagonists | NS5 inhibitors | others
O=C(CN1CCCC1)N1CCN(c2ccccc2)CC1 | -0.6% | 0.3% | 7% | -0.9% | 2% | 1% | 0.5 | 46 | 7% | -9%
Cn1c(SCC(=O)N/N=C/c2ccncc2)nc2ccccc21 | 0.8% | -0.1% | -10% | -0.4% | -8% | 6% | 0.5 | 56 | 10% | 9%
C/C(=C\c1ccccc1)C(=O)NCCN1CCOCC1 | 0.1% | 0.1% | 3% | 0.5% | 0% | -7% | 0.7 | 88 | -8% | 2%
COc1ccc(C(=O)CCN2CCc3cc(OC)c(OC)cc3C2)cc1 | 0.2% | -0.6% | 1% | 1.0% | -7% | -8% | 1.3 | 64 | 9% | -20%
CC(=O)NC(C)c1ccc(Cl)c(Cl)c1 (stereo unspecified) | 3.0% | -0.2% | 9% | 0.3% | 4% | -16% | 0.8 | 53 | -6% | -6%
CC(=O)Nc1ccc(NC(=O)COC(=O)[C@@H](NC(=O)c2ccc(F)cc2)C(C)C)cc1 | -0.3% | -0.6% | 6% | 0.6% | 5% | -4% | 0.4 | 76 | 12% | -4%
O=C1COCCOCCOCC(=O)NCCN1 | 0.4% | 0.0% | 12% | 1.2% | 4% | -1% | 0.1 | 48 | -7% | x
COc1cc2c(cc1NC(=O)/C=C/c1cc(OC)c(OC)c(OC)c1)oc1ccccc12 | -2.0% | -0.1% | 21% | -0.8% | -3% | 4% | 1.9 | 53 | 11% | -6%
CCOC(=O)Cn1nc(C)n(-c2ccccc2)c1=O | 0.4% | 0.0% | -1% | -1.2% | 1% | -14% | -0.1 | 77 | -4% | 3%
COc1ccc(OC)c(NC(=O)c2cnc3n(c2=O)CCS3)c1 | 0.1% | -0.1% | -3% | 0.0% | -4% | -5% | 0.0 | 86 | 1% | -3%
O=C(N=Nc1c(O)[nH]c2ccccc12)c1ccco1 | 1.0% | -0.1% | -5% | -1.5% | -2% | -5% | -0.4 | 42 | -1% | 9%
COc1ccc(CCN2CC(O)=C(c3nc4ccccc4c(=O)[nH]3)C2=N)cc1OC | 0.0% | -0.1% | 14% | 1.9% | 1% | -24% | -0.3 | 80 | 2% | -3%
COc1ccc(S(=O)(=O)N(C(=O)C(C)C)c2ccc3oc(=O)sc3c2)cc1 | 2.7% | -0.1% | 7% | 14% | -8% | 12% | 0.9 | 58 | 3% | 18%
CCC1Oc2ccc(C)cc2N(CC(=O)NCCCN2CCCCC2C)C1=O (stereo unspecified) | 0.3% | 0.2% | 6% | -1.3% | -3% | 7% | -0.1 | 73 | -2% | 1%
Cc1cc(NS(=O)(=O)c2ccc(NC(=O)/C=C/c3c(F)cccc3Cl)cc2)nc(C)n1 | -0.2% | 0.2% | 10% | 7.2% | -6% | -4% | 0.1 | 65 | 4% | -6%
CN(c1ccc(OCC(=O)N2CCN(c3ccc(F)cc3)CC2)cc1)S(=O)(=O)c1cccs1 | -0.2% | -0.3% | 21% | -0.6% | -1% | -17% | 1.5 | 36 | -8% | -4%
CCOC(=O)CSc1nnc(Cc2cc(=O)[nH]c(=O)[nH]2)n1-c1cccc(OC)c1 | -0.2% | -0.1% | 9% | 0.2% | -7% | -7% | -1.0 | 98 | -7% | -1%
Cc1ccc2nc(Cc3ccc(N)cc3)oc2c1 | 0.4% | -0.1% | -4% | 1.0% | 2% | 4% | -2.7 | 82 | 3% | 3%
Cc1ccc(C(=O)C2=C(O)C(=O)N(c3ncccn3)C2c2cccc(Cl)c2)o1 (stereo unspecified) | x | 0.2% | 0% | 2.6% | 0% | -9% | x | x | 1% | x
Cc1cc(C(=O)N2CCC(C(F)(F)F)n3nccc32)on1 (stereo unspecified) | 0.1% | 0.2% | -1% | -1.0% | 0% | 9% | 1.0 | 41 | -15% | -7%
O=C(c1cc(-c2ccc(Cl)cc2Cl)on1)N1CCOCC1 | 2.4% | -0.1% | 6% | 2.2% | 1% | 0% | 0.1 | 53 | 5% | -6%
CC(=O)Nc1ccc2c(c1)nc(CCN1CCOCC1)n2C | -0.1% | -0.4% | -7% | -1.7% | -4% | 13% | -2.2 | 94 | 14% | -3%
COc1ccc(C2c3c(oc4ccc(Cl)cc4c3=O)C(=O)N2Cc2ccco2)cc1OC (stereo unspecified) | x | 0.1% | 4% | 1.2% | 1% | 7% | x | x | 2% | x
Brc1cccc(CNCCCN2CCOCC2)c1 | 0.4% | -0.1% | -7% | 1.1% | 2% | -8% | 0.1 | 76 | 6% | -5%
Cc1c(NC(=O)c2ccc3nsnc3c2)cccc1[N+](=O)[O-] | 4.4% | -0.2% | -6% | 0.4% | -1% | -6% | 1.0 | 69 | 4% | 1%
(continued)
SMILES | K1F lysis inhibition | GPR55 activation | AID2073 | HIV fusion peptide | Siah-1 displacement | GPR35 arrestin U2OS | NTR1 agonist | NTR1 agonist cell count 20 µM | GPR55 antagonists | NS5 inhibitors | others
Cc1ccc(S(=O)(=O)NC2=NCN(C)CN2)cc1[N+](=O)[O-] | 0.1% | 0.0% | 0% | -0.4% | 1% | -12% | 1.0 | 59 | 9% | -4%
Cc1cc([N+](=O)[O-])nn1CC(=O)NCc1ccco1 | -0.1% | 0.6% | -2% | 3.0% | 4% | 2% | 0.1 | 58 | 2% | -2%
CCC(C)NC(=O)c1cc(OC)c(OC)c(OC)c1 (stereo unspecified) | -0.1% | -0.2% | -1% | 1.4% | -3% | -2% | 2.7 | 77 | 1% | 0%
Cc1ccc(C(=O)NC(=S)Nc2ccc(S(=O)(=O)N3CCN(C)CC3)cc2)cc1 | 4.5%[50 µM] | 0.2% | -30% | -0.1% | 2% | -6% | 3.1 | 50 | 19% | -10%
COc1ccc(N2CCN(C(C)C(=O)N3CCc4ccccc43)CC2)cc1 (stereo unspecified) | 0.1% | 0.4% | -5% | -1.2% | -5% | 2% | 0.4 | 59 | 9% | -7%
Nc1nc(SCC(=O)c2cccs2)n[nH]1 | -0.1% | -0.6% | -15% | 0.7% | 0% | -5% | 0.0 | 37 | 6% | -2%
COC(=O)c1ccc(NC(=O)N2CCC(O)(c3cccnc3)CC2)cc1 | 0.2% | 0.3% | -4% | -1.4% | 0% | 13% | 0.6 | 37 | -7% | -3%
CC1(C)C2CC=C(/C=N/NC(=S)Nc3cccnc3)C1C2 (stereo unspecified) | 0.7% | 1.1% | 2% | 0.4% | -3% | 0% | 1.7 | 46 | 8% | 1%
O=c1c(Cl)c(NS(=O)(=O)c2ccccc2)cnn1-c1ccccc1 | 0.1% | -0.1% | 17% | 1.8% | 7% | -2% | -0.1 | 61 | 12% | -3%
CCN(CC(=O)Nc1c(F)cccc1F)C(=O)c1ccc(C(F)(F)F)cc1 | 0.0% | 0.0% | -1% | 0.4% | -1% | -6% | 0.3 | 93 | 4% | -5%
CCOC(=O)c1c(NC(=O)N/N=C/c2ccc(O)c(OC)c2)sc(C(C)=O)c1C | x | -0.1% | 37% | -2.2% | -2% | 1% | 15 | 56 | 2% | x
COc1ccc(Nc2nc(NN)nc(C)c2[N+](=O)[O-])cc1 | -0.2% | 0.0% | 31% | 5.5% | -4% | -8% | 1.3 | 49 | 1% | 6%
CCC(COC)NCc1cn(-c2ccc(OC)cc2)nc1-c1cccc(F)c1 (stereo unspecified) | -0.2% | 0.2% | 12% | 0.7% | -2% | -9% | 3.8 | 62 | -5% | -4%
O=C(NC(=S)NCc1ccccc1)c1ccc(Br)o1 | 0.0% | 0.3% | 16% | 1.6% | 1% | 3% | 1.8 | 53 | -3% | -5%
COc1ccc2cc3cc(C(=O)NCCCN4CCOCC4)oc3nc2c1 | 2.3% | -0.1% | 34% | -1.1% | -2% | 9% | -0.3 | 62 | -8% | 1%
CCCn1c(=O)c2c(nc3n2CCN3Cc2ccco2)n(C)c1=O | 0.1% | 0.6% | -2% | 2.5% | 3% | 10% | 1.4 | 49 | 1% | -4%
Nc1nnc(SCCCC(=O)c2ccc(Br)cc2)s1 | 0.1% | 0.7% | -1% | -2.0% | -4% | 2% | 0.4 | 76 | 3% | -5%
Cc1nc(SCC(=O)c2ccc(Cl)s2)c2oc3ccccc3c2n1 | -0.1% | -0.1% | 13% | -3.3% | -4% | -6% | 6.4 | 81 | -10% | 11% | NS5 inhibitors pilot replicate=2.7
O=C(CN1CCN(c2ccc(F)cc2)CC1)N1N=CCC1c1ccccc1 (stereo unspecified) | 2.6% | 0.2% | -7% | -3.0% | 6% | 3% | -0.3 | 53 | -9% | -1%
CCOC(=O)N1CCC(NC(=O)c2cc(S(=O)(=O)N3CCOCC3)ccc2F)CC1 | 3.0% | -0.1% | -4% | -3.5% | 0% | -1% | 1.5 | 45 | -7% | 0%
CCOc1ccc(C(=O)c2nc3c(n2O)CCCC3)cc1 | 3.8% | -0.1% | 10% | -0.7% | -4% | -2% | 2.0 | 50 | 3% | -5%
COc1ccc(-c2cc(C(=O)Nc3cc(Cl)ccc3O)no2)cc1 | 0.1% | -0.1% | 29% | 8.5% | -3% | -2% | 1.8 | 49 | -16% | -4%
CCc1c(C)nc(SCC(=O)Nc2c(C)n(C)n(-c3ccccc3)c2=O)[nH]c1=O | 6.4% | 0.0% | -2% | -3.9% | -2% | 8% | 3.1 | 39 | 6% | -2%
COC(=O)C1=C(C)NC(=O)CC1c1ccc(F)c(Br)c1 (stereo unspecified) | -1.1% | -0.1% | -2% | -1.7% | 2% | -13% | 3.4 | 52 | 3% | -6%
Cc1cc(C(=O)O)ccc1-n1c(C)cc(C=C2C(=O)c3ccccc3C2=O)c1C | -0.9% | -0.2% | 8% | 19% | -3% | -13% | 2.3 | 38 | 12% | -20%
COc1ccc(OC)c(/C=N/n2c(-c3n[nH]c4c3CCC4)n[nH]c2=S)c1 | -2.5% | 0.4% | -37% | -1.0% | -5% | 18% | 1.3 | 54 | -6% | 0%
CC(C)NC(NC(=O)/C=C/c1ccccc1)C(Cl)(Cl)Cl (stereo unspecified) | -0.1% | -0.1% | 6% | 0.6% | 2% | 5% | -0.3 | 47 | 6% | -3%

Reprinted at random: 3 entries already listed
SMILES | K1F lysis inhibition | GPR55 activation | AID2073 | HIV fusion peptide | Siah-1 displacement | GPR35 arrestin U2OS | NTR1 agonist | NTR1 agonist cell count 20 µM | GPR55 antagonists | NS5 inhibitors | others
COC(=O)c1ccc(NC(=O)N2CCC(O)(c3cccnc3)CC2)cc1 | 0.2% | 0.3% | -4% | -1.4% | 0% | 13% | 0.6 | 37 | -7% | -3%
COc1ccc(-c2cc(C(=O)Nc3cc(Cl)ccc3O)no2)cc1 | 0.1% | -0.1% | 29% | 8.5% | -3% | -2% | 1.8 | 49 | -16% | -4%
CCOc1ccc(C(=O)c2nc3c(n2O)CCCC3)cc1 | 3.8% | -0.1% | 10% | -0.7% | -4% | -2% | 2.0 | 50 | 3% | -5%
